EWS-Fli inh: blocks EWS/Fli oncoprotein-driven transcription | A673 NR0B1-luciferase reporter, viability-normalised | inhibition, % at 12.6 µM | hit rate 0.67% among 350,000 | AID 651661;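 active = mean inhibition of at least 50% after viability correction, with every replicate also passing that limit; inconclusive = mean reaches 50% but only one of two replicates passes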;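 also: firefly luciferase signal divided by Alamar Blue viability fluorescence both relative to DMSO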
CASP6 VEID inh: blocks human caspase-6 cleavage activity; P55212; purified caspase-6, Z-VEID-R110 cleavage fluorescence; inhibition, % at 12.5 µM; hit rate 0.53% among 350,000;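 active = mean inhibition across replicates at least about 35%, with every replicate also reaching that limit, limit read from the data; inconclusive = only one of the two criteria met; inactive = neither criterion met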;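 also: 0% = median of neutral control wells and 100% = no fluorescence left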
Target sequence (P55212 24-179 limits assumed): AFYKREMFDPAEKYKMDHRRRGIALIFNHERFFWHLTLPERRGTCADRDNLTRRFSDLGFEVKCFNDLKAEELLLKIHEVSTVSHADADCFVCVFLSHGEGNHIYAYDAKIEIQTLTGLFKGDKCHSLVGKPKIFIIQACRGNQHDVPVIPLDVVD
Target sequence (P55212 194-293 limits assumed): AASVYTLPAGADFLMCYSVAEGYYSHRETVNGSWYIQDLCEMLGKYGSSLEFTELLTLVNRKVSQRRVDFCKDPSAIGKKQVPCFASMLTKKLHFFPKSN
ARNT TACC3 PPI: ARNT/TACC3 interaction disruption | Q9Y6A5 | hit rate 0.66% among 390,000 | AID 623870 | AlphaScreen His-ARNT PAS-B/GST-TACC3 binding, luminescence; TACC3 fragment carries E629A point mutation | inhibition, % at 9.99 µM;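 active = mean inhibition of replicates at least 50% and at least half of replicates each reaching 50%; inconclusive = half or more replicates reach 50% but mean below 50%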;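 also: 0% = complete ARNT plus TACC3 wells and 100% = ARNT alone without TACC3; many hits fall short of the cut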
LGR2 inh: Drosophila LGR2 receptor signaling inhibition | HEK293 LGR2, CRE-luciferase, bursicon-stimulated, 4 h | inhibition, % at 9.99 µM | hit rate 0.35% among 380,000;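 active = drop in luminescence signal, shown as inhibition above about 50% in the replicate tests, limit read from the data, passing the limit was not always enough; inconclusive = probably only some replicates passing the limit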;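 also: agonist challenge used bursicon conditioned medium at about half maximal strength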
SIRT5 inh: inhibitors of human sirtuin-5 desuccinylase | Purified SirT5, succinyl-peptide AMC, trypsin-coupled fluorescence | inhibition, % at 15 µM | AID 652115 | hit rate 1.1% among 330,000; in the data active = inhibition above about 15%; inconclusive = no clear call, values can overlap the other calls
Target sequence (Q9NXA8 whole entry, looked up): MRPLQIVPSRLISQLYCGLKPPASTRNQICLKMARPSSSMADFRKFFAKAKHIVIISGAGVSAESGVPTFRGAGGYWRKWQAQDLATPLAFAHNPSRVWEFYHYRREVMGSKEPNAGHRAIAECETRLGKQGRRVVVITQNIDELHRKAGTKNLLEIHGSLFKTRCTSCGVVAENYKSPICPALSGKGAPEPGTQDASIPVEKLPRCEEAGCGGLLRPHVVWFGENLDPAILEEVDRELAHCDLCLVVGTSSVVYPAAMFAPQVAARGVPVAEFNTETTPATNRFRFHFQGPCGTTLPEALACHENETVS
PAX8 inh HTS: PAX8 transcriptional activity inhibition; RMG-I TPO-luciferase reporter, SteadyGlo, 24 h; inhibition, % at 12.6 µM; hit rate 1.2% among 360,000;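 active = mean replicate inhibition at least 60% with every replicate also reaching 60%; inconclusive = only one of the two criteria is met; inactive = mean below 60% and not all replicates reaching 60%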;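 also: luciferase light reporting Pax8 driven TPO promoter activity; plate controls were median of neutral control wells for no effect and mitoxantrone controls for full effect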
DENV2 CPE rescue: protects cells from dengue virus 2 cytopathic effect. DENV2-infected cells, cytopathic effect rescue, plate reader. CPE inhibition, % at 9.99 µM. hit rate 1.7% among 350,000; in the data active = CPE inhibition above about 20%, passing the limit was not always enough; inconclusive = no clear call, values can overlap the other calls; tested in BHK-21 cells;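 also: 0% = median of neutral control wells and 100% = median of positive control wells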
* hit, by the source's call; ? = inconclusive; . = not tested or not shown; & = joins results of further samples.

SMILES	EWS-Fli inh	CASP6 VEID inh	ARNT TACC3 PPI	LGR2 inh	SIRT5 inh	PAX8 inh HTS	DENV2 CPE rescue
C[C@@H]1CCCCO[C@H](CN(C)S(=O)(=O)c2cn(C)cn2)[C@@H](C)CN([C@@H](C)CO)C(=O)c2cc(NC(=O)c3ccncc3)ccc2O1	-4	-1	-5	1	1	-2	2
COc1cc(C(C2C(=O)CC(C)(C)CC2=O)C2C(=O)CC(C)(C)CC2=O)ccc1O	6	-2	14	-10	-5	-1	9
CCCOP(=O)(c1ccc(N(C)C)cc1)C(O)c1ccc(Cl)cc1Cl (centres undefined)	23	0	3	-5	1	17	4
Cc1ccc(Cl)c2sc(NC(=O)C3=COCCO3)nc12	.	-2	-3	-49	3	-27	?
CS(=O)(=O)c1ccc2nc(NC(=O)CN3C(=O)NC4(CCCC4)C3=O)sc2c1	-3	2	-4	1	4	4	3
O=C(c1ccco1)N1CCN(C(=O)c2ccccc2Oc2ccccc2)CC1	-5	4	-3	-13	-1	.	-1
O=C(NN=Cc1ccc([N+](=O)[O-])cc1)c1ccncc1	8	2	6	16	.	-15	11
O=C(CSc1nnc(-c2cccnc2)o1)Nc1ccc(Br)cc1	-22	0	2	0	-2	-51	1
O=C(CN1CCN(c2cccc(Cl)c2)CC1)c1ccc(O)cc1O	.	-1	3	-12	2	2	-9
CSCCC(NC(=O)COc1ccccc1)C(=O)N1CCN(C(C)=O)CC1 (centres undefined)	-11	-2	2	-5	-6	1	-9
CC(C)NC(=O)Nc1ccc2c(c1)C(=O)N([C@H](C)CO)C[C@H](C)[C@H](CN(C)Cc1ccccc1)OCCCC[C@H](C)O2	-5	-3	1	5	1	-1	-11
C=CCNC(=O)NC(=O)COn1nnc2ccc(S(=O)(=O)N(C)C)cc21	.	.	-1	9	.	-13	.
C[C@H](CO)N1C[C@H](C)[C@H](CN(C)Cc2ccc3c(c2)OCO3)Oc2ccc(NC(=O)NC3CCCCC3)cc2C1=O	8	1	0	-30	-1	-6	7
O=C(NC1CCCCCC1)c1[nH]c(C(F)(F)F)nc1-c1ccccc1	15	-2	.	-7	-2	-9	?
CN(C(=O)CCc1nc(-c2ccccc2F)no1)c1ccccc1	-10	-1	-9	0	0	-13	7
O=C(CN1CCSCC1)N/N=C/c1cccc(Cl)c1	-4	-2	-1	3	-5	-2	5
Cc1cc(C)cc(NC(=O)C(OC(=O)c2ccc([N+](=O)[O-])o2)c2ccccc2)c1 (centres undefined)	.	.	0	10	.	7	.
C[C@H](CO)N1C[C@H](C)[C@H](CN(C)Cc2ccc3c(c2)OCO3)Oc2ccc(NS(=O)(=O)c3ccccc3)cc2C1=O	5	0	.	-10	.	2	-4
O=C1CCC(C(=O)N2CCCC(Nc3ccc(F)cc3)C2)=NN1 (centres undefined)	.	-2	0	2	-2	5	6
C[C@H](O)C#Cc1ccc([C@@H]2[C@@H](CO)N3CCCCN(CC4CC4)C[C@H]23)cc1	-5	5	-6	-15	-1	-23	0
COc1ccccc1OCC(=O)N/N=C1\CCCCc2ccccc21	-2	0	-2	-15	-4	8	13
CCN1CCC(NCCc2ccc(F)cc2)CC1	14	-31	-2	2	-1	8	?
CC1CCN(C(=O)CSc2nc3c(cnn3-c3ccc(Cl)cc3)c(=O)[nH]2)CC1	-9	-3	-14	-7	6	-2	-6
CCN(CC(=O)NC(C)(C)C)Cc1nc2c(Br)cc(Br)cc2c(=O)[nH]1	14	1	33	8	0	21	-1
CCCCNC(=O)C(NC(=O)c1cccs1)C(=O)c1ccccc1 (centres undefined)	-11	-2	.	-28	.	7	-12
O=C(OCCN1CCOCC1)c1ccccc1Cl	-5	7	0	-19	-5	-28	0
CSc1ccc(CCNC(=O)C2CCCN(c3ncnc4c3nc3n4CCCCC3)C2)cc1 (centres undefined)	.	-2	-4	1	-4	-3	13
CC(=O)n1cc(/C=C2/N=C(c3ccccc3)OC2=O)c2ccccc21	.	.	-1	9	.	-3	.
Cc1ccc(OCC(=O)NNC(=S)NC(=O)c2ccc(Br)o2)c(C)c1	-10	2	-9	3	1	-16	16
O=C(N[C@H]1CC[C@H](CCn2cc(C3CCCC3)nn2)O[C@@H]1CO)c1cccnc1	.	-3	.	-6	5	-2	15
COCCCNCCCCOc1ccc(OCc2ccccc2)cc1	-11	.	.	-41	-2	-81	-7
COCCCNC(=O)CSc1nc2c(sc(=S)n2-c2cc(Cl)ccc2OC)c(=O)[nH]1	-2	1	-6	-4	-1	15	-2
C[C@H]1CN([C@@H](C)CO)S(=O)(=O)c2ccc(C#Cc3ccccc3F)cc2O[C@H]1CN(C)CC1CCOCC1	-2	0	-5	13	6	53	6
CC1Cc2nc(SCC(=O)Nc3nc4ccccc4s3)n(C)c(=O)c2S1 (centres undefined)	-10	-1	-4	-21	0	20	?
Cc1cc(C)cc(N(CC(=O)NCc2ccc(F)cc2)C(=O)CCC(=O)Nc2ccccn2)c1	.	1	9	-7	3	8	-1
O=C(Nc1ccccc1)N1C[C@H]2[C@@H](c3ccccc31)[C@H](CO)N2C(=O)c1ccncc1	-24	2	7	-24	-2	-47	-17
C(=C\c1ccccc1)/CSc1nnc(-c2ccccn2)n1Cc1ccco1	.	1	8	-4	3	.	.
CCOC(=O)c1c(-c2ccccc2)cn2c(C)cc(C)nc12	-93	1	-4	-45	-9	-179	-3
NC(=O)C1=C[C@@H](c2coc3ccccc3c2=O)C[C@@H](OCCCCO)O1	-10&-4	-2&-1	5	-18	0&-2	-6&5	5&1
CCOC(=O)N1CCC(N(CCN(C)C)C(=S)Nc2ccc(F)c(Cl)c2)CC1	6	-12	-3	10	0	-7	4
CC1=NN(c2cccc([N+](=O)[O-])c2)C(=O)C1	1	20	.	-15	-6	7	.
COc1ccc(N2CCN(C(=O)CSc3nc4ccccc4c(=O)[nH]3)CC2)cc1	0	3	1	5	-1	17	7
CCOC(=O)C1=C(C)NC(=O)C(C#N)C1c1ccncc1 (centres undefined)	9	4	-4	8	2	.	36*
COc1ccc(/C=C/C(=O)N2CCN(S(=O)(=O)c3ccccc3)CC2)cc1OC	1	26	-10	.	5	0	4
CCCOc1ccc(C(=O)CCC(=O)OCC(=O)Nc2ccc(OCC)cc2)cc1	-13	-2	.	-9	-2	-4	-2
CCOC(=O)[C@H]1[C@H]2COc3ccc(Br)cc3[C@@H]2N2C(=O)c3ccc(F)cc3NC(=O)[C@@]12C	-1	8	-23	12	-2	10	-4
O=C(NCCCO)C(=O)Nc1ccc2c(c1)N(S(=O)(=O)c1cccs1)CCC2	-10	-2	4	13	0	10	4
O=C(Nc1ccc2c(c1)[C@@H]1C[C@H](CC(=O)N3CCc4ccccc4C3)O[C@@H](CO)[C@@H]1O2)NC1CCCC1	7	3	-13	-8	-6	17	2
CC1(C)Cc2cccc(OCC(=O)NCc3ccccc3)c2O1	.	0	-9	-6	0	3	5
Cc1ccc(NC(=O)COC(=O)c2cccnc2)c(C)c1	-2	4	-6	11	1	-4	-2
COc1ccc(-c2ccc3c(c2)[C@@H]2[C@@H](CCN2C(=O)c2ccc4c(c2)OCO4)[C@H](CO)N3C)cc1	4	1	-6	-12	5	-12	-5
Cn1c(SCC(=O)Nc2nnc(-c3ccccc3)o2)nnc1C1CC1	-11	-1	35	3	0	33	0
C/C(CC(=O)NCc1ccco1)=N\NC(=O)c1ccc([N+](=O)[O-])cc1Cl	1	2	3	15	2	-8	3
COc1ccc(-c2csc(NC(=O)C3CCN(C(=O)c4ccc(F)cc4)CC3)n2)cc1OC	31	1	0	22	5	27	-5
C[C@H](NC(=O)c1ccc(C(C)(C)C)cc1)C(=O)N1CCN(C/C=C/c2ccccc2)CC1	17	2	6	-6	5	27	5
COc1ccc(CN2CC3(CN(C(=O)Cc4ccncc4)C3)c3c([nH]c4cc(OC)ccc34)[C@H]2CO)cc1	-4	-4	.	12	.	8	-8
O=C(Nc1ccccc1Cl)N1C[C@@H]2[C@H](c3ccccc31)[C@H](CO)N2Cc1ccccc1	5	0	7	-9	2	-2	?
CCCCn1c(=O)[nH]c2c(oc3ccccc32)c1=O	-12	0	-11	-10	-6	8	1
CNC(=O)c1c(NC(NC(=O)c2ccco2)C(=O)c2ccc(Cl)cc2)sc2c1CCCC2 (centres undefined)	1	3	1	-7	2	.	-6
CN(C)C(=O)N1CCC(C(=O)NCc2cccs2)CC1	4	-1	-5	-7	-1	.	5

Random excerpt: 4 records from the list, in no set order.
SMILES	EWS-Fli inh	CASP6 VEID inh	ARNT TACC3 PPI	LGR2 inh	SIRT5 inh	PAX8 inh HTS	DENV2 CPE rescue
CCOC(=O)C1=C(C)NC(=O)C(C#N)C1c1ccncc1 (centres undefined)	9	4	-4	8	2	.	36*
C[C@H](CO)N1C[C@H](C)[C@H](CN(C)Cc2ccc3c(c2)OCO3)Oc2ccc(NC(=O)NC3CCCCC3)cc2C1=O	8	1	0	-30	-1	-6	7
CN(C(=O)CCc1nc(-c2ccccc2F)no1)c1ccccc1	-10	-1	-9	0	0	-13	7
CSCCC(NC(=O)COc1ccccc1)C(=O)N1CCN(C(C)=O)CC1 (centres undefined)	-11	-2	2	-5	-6	1	-9

Later entries
SMILES	EWS-Fli inh	CASP6 VEID inh	ARNT TACC3 PPI	LGR2 inh	SIRT5 inh	PAX8 inh HTS	DENV2 CPE rescue
COC(=O)N/N=C/c1cn(CCCOc2ccc(C)cc2)c2ccccc12	.	.	3	-36	.	-51	.
COc1ccc(C(=NNc2ccccc2C(=O)O)c2ccc(OC)cc2)cc1	-4	6	-3	-27	-3	14	0
O=C(NN=Cc1ccc2c(c1)CCC2)c1cccc([N+](=O)[O-])c1	-18	-1	.	-20	-3	-20	3
CO[C@H](C(=O)N(C)C[C@H]1OCc2ccccc2-c2c(n(C)c3ccccc23)C(=O)N([C@H](C)CO)C[C@H]1C)c1ccccc1	8	3	-7	20	-3	1	-9
C[C@@H]1CN([C@@H](C)CO)C(=O)CCCn2nncc2CO[C@H]1CN(C)Cc1cccc(C(=O)O)c1	-5	1	-9	10	-30	-3	?
O=S(=O)(c1cccc2nonc12)N1CCN(c2ccc(F)cc2)CC1	-9	-5	-5	2	-5	5	1
c1ccc(-c2onc(-c3ccco3)c2-c2ccc3[nH]ccc3c2)cc1	-48	9	-4	-42	-4	-9	-11
Cc1ccc(C(O)c2ncc(-c3cccc(C(F)(F)F)c3)[nH]2)cc1 (centres undefined)	10	2	.	-3	0	19	8
COc1cccc(CNC(=S)Nc2ccc3c(c2)c(=O)n(C)n3Cc2ccccc2)c1	4	3	.	7	-4	4	-6
CN(CC(=O)Nc1ccccc1Cl)C(=O)CN1C(=O)C2CC=CCC2C1=O (centres undefined)	-4	2	3	1	0	-16	2
Cc1ccc(S(=O)(=O)Nc2cccc3c2O[C@@H](CN(C)Cc2ccc(Oc4ccccc4)cc2)[C@H](C)CN([C@H](C)CO)C3=O)cc1	13	-1	0	2	3	15	17
Cc1cc(N2CCNC[C@H]2C)ccc1N1C[C@@H](C)O[C@@H](C)C1	-16	-2	.	-10	.	11	-9
CNc1nc(C)nc(-c2ccccc2O)n1	-38	2	4	-59	-2	-104	-4
COc1ccccc1Nc1nc(N)nc(CN2CC(C)CC(C)C2)n1 (centres undefined)	1	-1	-6	1	-4	4	6
CCCC#Cc1ccc2c(c1)O[C@H](CN(C)C(=O)COC)[C@@H](C)CN([C@H](C)CO)S2(=O)=O	-4	-1	0	6	-5	.	23*
COc1cc(O)cc2occ(-c3ccc(O)cc3)c(=O)c12	5	5	6	7	6	.	12
Nc1ccccc1/C=N\N=C/c1ccccc1N	-62	0	-3	-57	-3	-156	-1
O=C(COc1ccc(Cl)cc1)NCc1cn2cc(Cl)ccc2n1	6	-5	-5	24	-2	5	5
CS(=O)(=O)c1ccc(Cl)c(NC(=O)COC(=O)c2cccc(S(=O)(=O)N3CCCCC3)c2)c1	1	2	-2	-5	8	13	9
Cc1ccc(-n2nc3c(=O)n(CC(=O)c4ccc(F)cc4)nc(C)c3c2C)cc1	.	.	-5	4	.	19	.
FC(F)(F)c1cccc(NC(=S)NCCN2CCOCC2)c1	7	-3	13	14	0	-2	.

Bioassay records: PubChem, Broad Institute
